Screens from PubChem BioAssay.
ASK1 inh – inhibitors of human ASK1 kinase; Q99683; AlphaScreen MKK6 phosphorylation by ASK1, luminescence; inhibition, % at 7.44 µM; 0.99% of 22,000 active; AID 1159602; in the data active means inhibition above about 35%;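 further: 0% = median of compound wells and 100% = no enzyme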
Target sequence (Q99683 whole entry, looked up): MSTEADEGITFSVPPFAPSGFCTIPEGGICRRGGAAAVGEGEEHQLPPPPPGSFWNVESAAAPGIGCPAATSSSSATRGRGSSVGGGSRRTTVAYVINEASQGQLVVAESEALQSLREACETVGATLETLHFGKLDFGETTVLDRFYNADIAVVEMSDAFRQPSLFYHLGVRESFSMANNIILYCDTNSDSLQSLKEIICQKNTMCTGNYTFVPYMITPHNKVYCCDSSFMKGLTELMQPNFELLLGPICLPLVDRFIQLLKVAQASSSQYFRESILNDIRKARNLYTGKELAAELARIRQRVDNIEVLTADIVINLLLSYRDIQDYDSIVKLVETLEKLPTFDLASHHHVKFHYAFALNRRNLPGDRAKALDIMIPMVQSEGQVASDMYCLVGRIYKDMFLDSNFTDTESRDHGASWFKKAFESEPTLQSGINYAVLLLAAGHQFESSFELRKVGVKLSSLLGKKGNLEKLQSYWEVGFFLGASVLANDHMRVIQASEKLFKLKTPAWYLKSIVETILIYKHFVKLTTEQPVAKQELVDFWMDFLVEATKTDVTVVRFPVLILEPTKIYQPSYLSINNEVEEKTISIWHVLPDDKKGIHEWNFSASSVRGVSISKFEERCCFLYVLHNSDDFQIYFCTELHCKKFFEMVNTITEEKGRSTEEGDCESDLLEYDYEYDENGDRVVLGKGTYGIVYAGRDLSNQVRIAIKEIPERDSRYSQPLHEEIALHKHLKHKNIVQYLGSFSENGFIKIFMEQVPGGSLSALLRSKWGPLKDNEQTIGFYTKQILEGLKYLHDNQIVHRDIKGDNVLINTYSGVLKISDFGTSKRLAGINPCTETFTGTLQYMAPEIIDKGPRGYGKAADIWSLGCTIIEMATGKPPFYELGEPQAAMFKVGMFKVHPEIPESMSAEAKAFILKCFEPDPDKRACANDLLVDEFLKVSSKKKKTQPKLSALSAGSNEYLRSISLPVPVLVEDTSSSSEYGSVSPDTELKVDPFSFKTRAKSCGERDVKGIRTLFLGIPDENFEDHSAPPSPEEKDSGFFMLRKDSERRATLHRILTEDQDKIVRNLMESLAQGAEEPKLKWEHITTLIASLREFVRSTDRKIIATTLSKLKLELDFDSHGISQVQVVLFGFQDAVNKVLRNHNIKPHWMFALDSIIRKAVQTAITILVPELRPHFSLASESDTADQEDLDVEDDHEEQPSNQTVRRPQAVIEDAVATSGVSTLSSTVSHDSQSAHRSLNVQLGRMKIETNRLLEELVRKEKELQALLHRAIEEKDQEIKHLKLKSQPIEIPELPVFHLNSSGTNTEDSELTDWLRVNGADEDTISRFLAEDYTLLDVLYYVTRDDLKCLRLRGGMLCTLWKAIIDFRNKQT
ULK1 inh – human ULK1 kinase inhibition, primary screen | O75385 | AlphaScreen Atg13 phosphorylation by ULK1, luminescence | inhibition, % at 5.96 µM | 1.9% of 30,000 active | AID 1259251; in the data active means inhibition above about 43%;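 further: 0% = median of compound wells and 100% = no enzyme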
The depositor's hits bear a star; x = no result given. Outcome played no part in choosing rows; any-hit rate near 2.6%.

Structure,ASK1 inh,ULK1 inh
COc1cc(Nc2nc(C(=O)NCCN(C(C)C)C(C)C)cs2)cc(OC)c1OC,-13,0
CCC1(C)OC(=O)N(C)C1=O (configuration not stated),x,-2
CCN(CC)C(=O)C1CCCN(c2nc(N)c3ncn(CCN4CCCC4=O)c3n2)C1 (configuration not stated),-5,-8
O=C(NC1CC1)c1ccc(-c2nc(NCCOc3ccccc3)c3ncn(Cc4ccc(C(F)(F)F)cc4)c3n2)cc1,-12,-3
COc1ccc(-c2nc(Nc3cc(OC)c(OC)c(OC)c3)nc(OC)n2)cn1,1,4
c1ccc(N2CCN(c3nc(NCc4nc5ccccc5[nH]4)c4ncn(-c5ccsc5)c4n3)CC2)nc1,-8,-4
CCc1cn([C@H]2C[C@H](O)[C@@H](CO)O2)c(=O)[nH]c1=O,x,1
COc1cc2nc(Nc3ncccn3)nc(Nc3cc(OC)c(OC)c(OC)c3)c2cc1OC,14,7
CC(C)C[C@H](O)C(=O)N1CCC(C(=O)Nc2ccc3[nH]ncc3c2)CC1,-10,2
COc1ccc(CCNc2cc(-c3ccccc3)ncn2)cc1,-11,-2

(next part)
Structure,ASK1 inh,ULK1 inh
c1ccc(-c2nc(-c3ccncc3)cc(N3CCOCC3)n2)cc1,x,4
O=C(NCc1cccnc1)c1cccc(Nc2ncccn2)n1,-7,7
COc1cc(N2CCOCC2)ccc1Nc1cc(-c2ocnc2-c2cnn(C)c2)ccn1,9,-1
CC(C)N(CCNc1nc(Cl)nc2nc[nH]c12)C(C)C,5,6
CCN(CC)C(=O)C1CCCN(c2nc(Nc3ccc(NC(C)=O)cc3)c3ncn(C(C)C)c3n2)C1 (configuration not stated),-16,12
O=C(O)c1ccccc1-c1c2cc(I)c(=O)c(I)c-2oc2c(I)c(O)c(I)cc12,x,26
CC(=O)N1CCN(C2=NC(=O)C(=C3CCCCC3)S2)CC1,x,0
CCOC(=O)[C@H](CCc1ccccc1)N[C@@H](C)C(=O)N1CCC[C@H]1C(=O)O,x,-2
Cc1cc(NC(=O)C(c2ccccc2)c2ccccc2)n(-c2nc3c(c(=O)[nH]2)CCC3)n1,x,6
Cc1nn(C)c(C)c1-c1cncc(C(=O)NCc2cccnc2)c1,-5,-2

Retrieved by structure from the entries so far:
Structure,ASK1 inh,ULK1 inh
CCOC(=O)[C@H](CCc1ccccc1)N[C@@H](C)C(=O)N1CCC[C@H]1C(=O)O,x,-2
O=C(O)c1ccccc1-c1c2cc(I)c(=O)c(I)c-2oc2c(I)c(O)c(I)cc12,x,26
Cc1nn(C)c(C)c1-c1cncc(C(=O)NCc2cccnc2)c1,-5,-2

Other records follow.
Structure,ASK1 inh,ULK1 inh
COc1ccc(-c2nc(Nc3ccc(NC(C)=O)cc3)nc(OC)n2)cc1,11,-5
c1nc2nc(Nc3ccc(N4CCOCC4)cc3)nc(NCCN3CCOCC3)c2[nH]1,0,17
COc1ccc(Nc2nc(NCCCN3CCOCC3)c3ncn(C(C)C)c3n2)cc1,5,9
CSc1nc2c(c(=O)n(C)c(=O)n2C)n1Cc1ccccc1Cl,x,4
COc1ccc2c(c1)CC(C(=O)Nc1ccc(-c3cn[nH]c3)cc1N1CCC(N(C)C)CC1)CO2 (configuration not stated),0,2
C/C=C(/C(=C/C)c1ccc(O)cc1)c1ccc(O)cc1,x,-6
Cc1ncn(-c2ccc(Nc3nccc(-c4cncc(N5CCC(O)CC5)c4)n3)cc2)n1,-10,16
CCCNc1nc(-c2c(C)noc2C)nc2nc[nH]c12,-13,-6
Cc1n[nH]c(C)c1-c1ccc(NC(=O)[C@H]2COc3ccccc3O2)cc1,15,0
Nc1nc(NCCN2CCOCC2)cc(Nc2ccccc2)n1,-10,-6

Next structures:
Structure,ASK1 inh,ULK1 inh
CN(C)C(=O)c1cc(-c2cn[nH]n2)ccc1NC(=O)C1COc2ccc(Cl)cc2C1 (configuration not stated),15,-10
O=C(NCCc1ccc(O)cc1)c1ccc(-c2ccccc2)s1,-2,-3
O=C(NCc1cccc(C(F)(F)F)c1)c1cccc(Nc2ccc3ncccc3c2)n1,-5,-46
Cc1ccc(Nc2nc(C(=O)N3CCC(C(=O)NCc4ccccc4)CC3)cs2)cc1,x,-1
CC(C)N(CCNc1nc(NCCCN2CCCC2=O)nc2c1ncn2Cc1ccc(C(F)(F)F)cc1)C(C)C,7,-40
O=C(NCCOc1ccccc1)c1cnc(Nc2ccc(C(F)(F)F)cc2)s1,7,-33
Cc1ccn2c(=O)c(NC(=O)c3cc4ccccc4oc3=O)c(C)nc2c1,x,0
COc1ccc(-c2cncc(C(=O)NCc3nc4ccccc4[nH]3)c2)cc1,-8,3
CC(C)n1cnc2c(Nc3ccccc3)nc(N3CCN(c4ccccn4)CC3)nc21,32,16
CCN(CC)C(=O)C1CCCN(c2nc(NCCOc3ccccc3)c3ncn(C(C)C)c3n2)C1 (configuration not stated),5,4

New compounds follow
Structure,ASK1 inh,ULK1 inh
Cc1nc(C)n(-c2ccc(Nc3nccc(-c4cc(F)cc(-c5ncco5)c4)n3)cc2)n1,38*,13
CCCNc1cc(C)nc(N2CCN(Cc3ccc4c(c3)OCO4)CC2)n1,11,11
CN(C)CCOc1cc(-c2cn[nH]c2)c(F)cc1NC(=O)[C@H](N)Cc1ccc(Cl)cc1,-3,-13
Cc1cccc(NC(=O)C2CC(O)CN2C(=O)OCC(C)C)c1 (configuration not stated),x,-8
CCCNc1nc(Cl)nc2nc[nH]c12,11,7
COc1cc(NC(=O)c2cncc(-c3cccs3)c2)cc(OC)c1OC,-6,-27
O=C(Nc1ccc(N2CCOCC2)cc1)c1cnc(Br)s1,9,10
CCN1CCN(c2c(Cl)cccc2NC(=O)c2ccc(Cl)cc2)CC1,-23,-12
CCN(CC)c1nc(NCCCN2CCCC2=O)nc(Oc2ccccc2)n1,-14,-2
COc1ccc(-c2nccc(NC3CCN(Cc4ccccc4)CC3)n2)cn1,-2,-18

Carrying on:
Structure,ASK1 inh,ULK1 inh
NCc1nc2ccncc2[nH]1,-13,-1
COc1cc(Nc2nc3ncnc(NCc4cccnc4)c3[nH]2)cc(OC)c1OC,-19,29
O=C(NC1CC1)c1ccc(-c2nc(NCCN3CCOCC3)c3ncn(CCN4CCCC4=O)c3n2)cc1,1,11
CC(=O)Nc1ccc(-c2cnc3cccc(NC(C)=O)c3c2)cc1,-2,6
COc1cc(Nc2nc(NCc3cccc(C(F)(F)F)c3)c3[nH]cnc3n2)cc(OC)c1OC,18,48*
Cc1cnc(N2CCc3ccccc3C2)nc1NCCCN1CCCC1=O,-6,2
Cc1cncc(CN2CCC(=C3c4ccc(Cl)cc4CCc4cccnc43)CC2)c1,x,-14
CC(C)n1cnc2c(N)nc(Nc3ccncn3)nc21,-8,8
CN(C)CCOc1cc(-c2cn[nH]c2)ccc1NC(=O)NCc1ccccc1,3,15
COc1ccc(-c2nc(NCCN3CCOCC3)c3cc(OC)c(OC)cc3n2)cn1,-5,3

Carrying on.
Structure,ASK1 inh,ULK1 inh
CS(=O)(=O)Nc1ccc(-c2cnc3cccc(Nc4cccnc4)c3c2)cc1,-17,-2
Cc1noc(C)c1-c1cccc(C(=O)NCCO)c1,1,5
Oc1ccc(CCNc2nc(NCc3ccc4c(c3)OCO4)nc3c2ncn3-c2ccsc2)cc1,-10,-30
CC(C)n1cnc2c(Nc3ccccc3)nc(NC3CCN(Cc4ccccc4)CC3)nc21,11,6
CC(C)N(CCNc1nc(Nc2ccc3ncccc3c2)nc2c1ncn2CCN1CCCC1=O)C(C)C,-8,0
O=C(NCCc1ccc(O)cc1)C1CCN(c2ccc(Nc3ccc4ncccc4c3)nn2)CC1,0,1
O=C(NC1CC1)c1ccc(-c2cccc(C(=O)NC3CCN(Cc4ccccc4)CC3)n2)cc1,-1,5
CN1CCN(C(=O)c2ccc(-c3nc(NC4CCN(Cc5ccccc5)CC4)c4[nH]cnc4n3)cc2)CC1,-12,32
Cc1cc(NCc2ccccc2)nc(Nc2cccc(N(C)C)c2)n1,23,9
Cc1cnc(Nc2ccncc2)nc1NC1CCN(Cc2ccccc2)CC1,0,1
CC(C)c1ccc(-n2cc(-c3ccncn3)cn2)cc1,x,12
COc1ccc(-c2nc(NCCOc3ccccc3)nc(OC)n2)cn1,8,-18
COc1cc(Nc2nc3c(NC4CCN(Cc5ccccc5)CC4)ncnc3n2C(C)C)cc(OC)c1OC,4,-9

Of the compounds above, 16 contain an aryl methoxy group.
Structure,ASK1 inh,ULK1 inh
COc1cc(Nc2nc(C(=O)NCCN(C(C)C)C(C)C)cs2)cc(OC)c1OC,-13,0
COc1ccc(-c2nc(Nc3cc(OC)c(OC)c(OC)c3)nc(OC)n2)cn1,1,4
COc1cc2nc(Nc3ncccn3)nc(Nc3cc(OC)c(OC)c(OC)c3)c2cc1OC,14,7
COc1ccc(CCNc2cc(-c3ccccc3)ncn2)cc1,-11,-2
COc1cc(N2CCOCC2)ccc1Nc1cc(-c2ocnc2-c2cnn(C)c2)ccn1,9,-1
COc1ccc(-c2nc(Nc3ccc(NC(C)=O)cc3)nc(OC)n2)cc1,11,-5
COc1ccc(Nc2nc(NCCCN3CCOCC3)c3ncn(C(C)C)c3n2)cc1,5,9
COc1ccc2c(c1)CC(C(=O)Nc1ccc(-c3cn[nH]c3)cc1N1CCC(N(C)C)CC1)CO2 (configuration not stated),0,2
COc1ccc(-c2cncc(C(=O)NCc3nc4ccccc4[nH]3)c2)cc1,-8,3
COc1cc(NC(=O)c2cncc(-c3cccs3)c2)cc(OC)c1OC,-6,-27
COc1ccc(-c2nccc(NC3CCN(Cc4ccccc4)CC3)n2)cn1,-2,-18
COc1cc(Nc2nc3ncnc(NCc4cccnc4)c3[nH]2)cc(OC)c1OC,-19,29
COc1cc(Nc2nc(NCc3cccc(C(F)(F)F)c3)c3[nH]cnc3n2)cc(OC)c1OC,18,48*
COc1ccc(-c2nc(NCCN3CCOCC3)c3cc(OC)c(OC)cc3n2)cn1,-5,3
COc1ccc(-c2nc(NCCOc3ccccc3)nc(OC)n2)cn1,8,-18
COc1cc(Nc2nc3c(NC4CCN(Cc5ccccc5)CC4)ncnc3n2C(C)C)cc(OC)c1OC,4,-9
